Pf apPOL inh = Pf-apPOL DNA polymerase inhibition. Recombinant Pf-apPOL, molecular beacon fluorescence, 1.5 h. inhibition, % at 10 µM. 0.25% of 210,000 active
mHTT-CaM PPI inh = mHTT-calmodulin interaction abrogation. P42858. AlphaScreen His-mHTT/GST-CaM binding, luminescence. inhibition, % at 15 µM. 3.6% of 190,000 active. AID 1671202;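 also: 0% = both proteins with DMSO and 100% = one protein alone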
Starred values were filed as active, the others as inactive; x = no result given; & = joins results of further samples. Rule as the data show it: active = inhibition above about 50%; inactive = the rest.

Values in the order – Pf apPOL inh | mHTT-CaM PPI inh
Cc1ccc(-c2nc3ccccc3o2)cc1NC(=O)c1cc2ccccc2o1
 : 0 | 0
COc1ccc(C(=O)NCC#CCN2CCc3ccccc3C2)c(OC)c1
 : 1 | 21
CCC(=O)N1CCCN(C(C)=O)CC1
 : -2 | -4
Cc1cc2nc(C(=O)Nc3cccc(C)c3C)cc(C)n2n1
 : -1 | -7
Cc1nnc2ccc(NC(=O)Nc3ccccc3F)cn12
 : 0 | -1
CC(=O)Nc1ccc2sc(C)nc2c1
 : -16 | -1
COCCNC(=O)c1ccc(NC(=O)C2CC2)cc1N1CCCCCC1
 : 4 | -6
O=S1(=O)CCOC[C@H](CC2CCCCC2)N1Cc1ccccc1Br
 : -4 | -8
NC(=O)c1cc2ccccc2oc1=Nc1ccc(Oc2ccccc2)cc1
 : 0 | 5
CCOc1ccc(N2CC(C#N)=C3c4cc(OC)c(OC)cc4CCN3C2)cc1
 : -3 | 14
COc1ccccc1N1CCN(C(=O)COc2cccc(C)c2C)CC1
 : -2 | 38
COc1ccccc1OCCCC(=O)NC(C)c1ccccc1 (centres undefined)
 : -12 | -8
O=C(O)c1ccc(N2C(=O)CC(N3CCN(c4ccccn4)CC3)C2=O)cc1 (centres undefined)
 : -5 | 2
CCSc1nnc(NC(=O)c2ccc(OCc3nc(C)cs3)cc2)s1
 : -3 | -13
Cc1onc(-c2ccccc2Cl)c1C(=O)N1CCN(C(=O)c2ccco2)CC1
 : -16 | 3
Cc1cc(C2CC(C(=O)NCC3CC3)CN(C(=O)NC(C)C)C2)ccc1F (centres undefined)
 : -1 | 21
Cc1cc(S(=O)(=O)Nc2ccc(Cn3cncn3)cc2)ccc1F
 : 4 | 2
O=C(Nc1cccc(-c2ccc(N3CCCC3)nn2)c1)c1cc(-c2cccs2)[nH]n1
 : 1 | 99*
CCOc1ccc(C(=O)c2sc3nc(N)c(C#N)c(CC)c3c2N)cc1
 : 0 | 1
Cc1ccc(CNC(=O)CCc2nc3c(C)cccc3c(=O)n2C)cc1C
 : 3 | -4
CCOc1ccc(OCC)c(NC(C)=O)c1
 : 0 | -6
O=C(Cc1ccc(F)cc1)N1CCC2(CC1)NC(=O)N(Cc1ccccc1Cl)C2=O
 : 0 | 0
O=C(Cc1ccccc1)Nc1cccc(-c2nnc(-c3ccccc3)o2)c1
 : -5 | 7
O=C(c1ccc(F)cc1)C(CN1CCOCC1)c1ccccc1 (centres undefined)
 : -3 | 0
N#CC1=C(N)Oc2cc(N)ccc2C1c1ccc(Cl)cc1 (centres undefined)
 : -3 | 16
CCN(CC)c1ccc(/C=C(\C#N)c2nn(CCO)c(N)c2C#N)cc1
 : 0 | 28
Cc1ccccc1NC(=O)c1ccc(-c2nnc(-c3ccccc3)o2)cc1
 : -10 | 0
COC(=O)c1cc(OCc2ccccc2F)c2cc(F)ccc2n1
 : 0 | 0
COc1cc(NC(=O)c2ccccc2Br)c2ncccc2c1
 : -1 | -10
O=S(=O)(Nc1cccc(Oc2ccc(Cl)cc2)n1)c1ccc(F)cc1
 : -5 | x
O=C(Nc1cccc(Cl)c1)N1CCCCCC1
 : -5 | -7
CCCC1CCC2(CCCN2CCOC(=S)Nc2ccccc2)CC1 (centres undefined)
 : -7 | 61*
CCOc1ccc(S(=O)(=O)NC2CCCCCC2)c2cccnc12
 : -2 | 10
CCN(CC)C(=O)c1ccc(CN2C(=O)COc3ccc(C)cc32)o1
 : -7 | 0
CC(C)N(Cc1ccccc1)C(=O)C1C2CC3OC(=O)C1C3C2 (centres undefined)
 : -4 | -3
CCN(CC)C(=O)COc1ccc2c(c1)oc(=O)c1cc(OC)ccc12
 : 8 | 15
CS(=O)(=O)N(Cc1ccc(C(F)(F)F)cc1)c1ccccc1
 : -8 | -7
Cc1nn(-c2ccccc2)nc1-c1nnc(-c2ccc(C(F)(F)F)cc2)o1
 : -2&2 | x
C[N+](C)(C)CCCCCC[N+](C)(C)C
 : 11&-12 | x
O=C1C2C3C=CC(C4CC34)C2C(=O)N1Cc1cccnc1 (centres undefined)
 : -14 | -3
O=C(Nc1ccccc1)c1ccc2ccccc2n1
 : -1 | -1
O=[N+]([O-])c1ccccc1NC1CCN(Cc2ccccc2)CC1
 : -8 | x
CCN(CC)c1ccc(CNC23CN4CN(CN(C4)C2)C3)cc1
 : -4 | 4
COc1ncc(C(=O)Nc2cc(F)cc(F)c2)c(C)n1
 : -3 | -8
Cc1cc(N2C(=O)CSC23C(=O)Nc2ccccc23)ccc1Br (centres undefined)
 : 1 | 0
N=C1CCCN1CC(=O)c1ccc(Br)cc1
 : 10 | 2
CCN1CCc2c(sc(NC(=O)c3ccnn3C)c2C(N)=O)C1
 : 0 | -7
Cc1ccc(-c2cn3c(n2)N(C(=O)C2CCCO2)CCC3)cc1 (centres undefined)
 : 0 | 6
CCCCCCCCN1[C@@H](CC(=O)O)c2cc(C(F)(F)F)ccc2S1(=O)=O
 : -9 | 5
COc1ccc(C2=N/C(=C\c3cccc([N+](=O)[O-])c3)C(=O)O2)cc1[N+](=O)[O-]
 : 4 | 0
O=C(NC1CCCC1)C1CCCN1C(=O)c1ccccc1 (centres undefined)
 : 1 | -1
Cc1ccc(S(=O)(=O)N2CCC(N)=N2)cc1
 : -8 | x
O=C(Nc1ccc(S(=O)(=O)N2CCCCC2c2cccnc2)cc1)c1ccc(Cl)cc1 (centres undefined)
 : -12 | 4
O=c1oc(-c2ccccc2)nc2sc3c(c12)CCCC3
 : 2 | -6
CCN(C(=O)c1ccc(OC)cc1)c1ccccc1
 : -2 | -4
CC1=C(C(=O)Nc2ccc(F)cc2F)C(c2ccccc2Cl)C2=C(CCCC2=O)N1 (centres undefined)
 : -2 | 4
O=C(Nc1ccccc1)c1ccc(N2CCC(NCc3ccc(F)c(F)c3)C2)nc1 (centres undefined)
 : -6 | -2
CCCCN(CC)c1cnn(-c2ccccc2)c(=O)c1N
 : -10 | -1
O=C(Nc1ccc(Br)cc1)c1cnn2c1NC(C1CC1)CC2C(F)F (centres undefined)
 : 7 | -1
COc1ccc(OC)c(NC(=O)c2cc(S(=O)(=O)N(C)C3CCCCC3)ccc2F)c1
 : 3 | 6

Next section:
Values in the order – Pf apPOL inh | mHTT-CaM PPI inh
Cc1ccc2cc3cc(C(=O)N(C)c4ccccc4C)oc3nc2c1
 : -23 | 0
COc1ccccc1CNC(=O)c1cnn2c(C)c(Cc3cccc(Cl)c3)c(C)nc12
 : -9 | 22
O=C1C(c2cccs2)N(Cc2ccco2)C(=O)CN1C1CCCCC1 (centres undefined)
 : -2 | 10
COc1cccc(N(CC(N)=O)S(=O)(=O)c2ccc(C)cc2)c1
 : -9 | -6
Cc1ccc(C2SCC(=O)N2CC(=O)N(C)C)cc1 (centres undefined)
 : -4 | 0
C=C(C)Cn1c(C(=O)N2CCN(C)CC2)cc2sc(C)cc21
 : -6 | 8
COc1ccccc1CNC(=O)c1ccc2c(c1)NC(=O)C(N1CCCC1)S2 (centres undefined)
 : -8 | 7
Cc1nnsc1C(=O)Nc1ccc(-c2cnco2)cc1
 : -4 | x
CCc1onc(C)c1C1CCCN1Cc1cn[nH]c1-c1ccc(C)c(C)c1 (centres undefined)
 : -2 | 11
Cc1ccnc(N2CCC(C(=O)Nc3ccc(Br)cc3)CC2)n1
 : -6 | -8
Cc1nc(-c2coc3c(O)c(O)ccc3c2=O)cs1
 : 18&-1 | 2
Cc1ccnc(N2CCC(C(=O)Nc3ccc(F)cc3F)CC2)n1
 : -2 | -5
COc1ccc(Cl)cc1N(CC(=O)N1CCC(C(N)=O)CC1)S(=O)(=O)c1ccc(C)cc1
 : 5 | 13
Cc1ccc(Sc2nccnc2N2CCC(C(=O)NC(C)(C)C)CC2)cc1
 : -5 | -12
COCCCn1c(=N)c(C(=O)NCC2CCCO2)cc2c(=O)n3ccccc3nc21 (centres undefined)
 : -7 | 6
C(=Nc1ccc(Nc2ccccc2)cc1)c1ccccc1
 : -1 | 86*
COC(=O)C1CN(CCc2ccccc2)CCS(=O)(=O)N1Cc1ccc(F)cc1 (centres undefined)
 : -2 | 51*
CCCOc1cccc(C(=O)NCc2cccnc2)c1
 : 0 | -4
COc1cccc(C=c2sc3nc(=O)c(Cc4ccccc4)nn3c2=O)c1OC(C)=O
 : 3 | -2
N#Cc1c(-n2ncnc2-c2cccnc2)sc2c1CCCCC2
 : -24 | 6
O=S(=O)(c1ccccc1)c1csc(S(=O)(=O)N2CCCN(c3c(Cl)cncc3Cl)CC2)c1
 : -8 | x
COc1cccc(Cn2c(C(=O)N3CCN(C(C)=O)CC3)cc3sccc32)c1
 : -1 | 24
Cc1ccc(Cl)cc1NC(=O)C1(S(=O)(=O)c2ccc(Cl)cc2)CC1
 : 1 | -15
CCN(CC)c1ccc(N=Nc2c(O)ccc3ccccc23)cc1
 : -12 | x
Cc1nc2ccccc2n1Cc1ccc(Br)cc1
 : -2 | 36
CC(C)OCCCNC(=O)c1cn(C2CCCC2)c(=O)c2c1c1ccccc1n2C
 : -8 | 16
N#C/C(=C\c1cccs1)c1nc(-c2ccccc2)cs1
 : -1 | -3
CC1CCn2c(nc3cc(C(=O)N4CCC5(CC4)OCCO5)ccc32)C1 (centres undefined)
 : -5 | 1
COc1ccc(OC)c(N2C=C(C#N)S(=O)(=O)c3c(F)cccc32)c1
 : 0 | -1
COc1ccc(C=Nc2ncn[nH]2)cc1Cn1cc([N+](=O)[O-])cn1
 : -4 | -1

In the list so far, these have a thiophene ring, fused or not:
Values in the order – Pf apPOL inh | mHTT-CaM PPI inh
O=C(Nc1cccc(-c2ccc(N3CCCC3)nn2)c1)c1cc(-c2cccs2)[nH]n1
 : 1 | 99*
CCOc1ccc(C(=O)c2sc3nc(N)c(C#N)c(CC)c3c2N)cc1
 : 0 | 1
CCN1CCc2c(sc(NC(=O)c3ccnn3C)c2C(N)=O)C1
 : 0 | -7
O=c1oc(-c2ccccc2)nc2sc3c(c12)CCCC3
 : 2 | -6
O=C1C(c2cccs2)N(Cc2ccco2)C(=O)CN1C1CCCCC1 (centres undefined)
 : -2 | 10
C=C(C)Cn1c(C(=O)N2CCN(C)CC2)cc2sc(C)cc21
 : -6 | 8
N#Cc1c(-n2ncnc2-c2cccnc2)sc2c1CCCCC2
 : -24 | 6
O=S(=O)(c1ccccc1)c1csc(S(=O)(=O)N2CCCN(c3c(Cl)cncc3Cl)CC2)c1
 : -8 | x
COc1cccc(Cn2c(C(=O)N3CCN(C(C)=O)CC3)cc3sccc32)c1
 : -1 | 24
N#C/C(=C\c1cccs1)c1nc(-c2ccccc2)cs1
 : -1 | -3

Additional compounds
Values in the order – Pf apPOL inh | mHTT-CaM PPI inh
Cc1sc2c(=O)n(C(C)C)cnc2c1C(=O)Nc1ccc(Cl)cc1
 : -4 | -5
COc1cc(C=CC(=O)NCC#CCOc2ccc3c(c2)OCO3)cc(OC)c1OC
 : -6 | 25
CCN(CC)c1ccc2cc(C(=O)NC(C)=O)c(=Nc3cccc(C)c3)oc2c1
 : -1 | 2
CCN(CC)CCC(c1ccc2c(c1)OCO2)c1c(OC)cc(OC)c2c(C)cc(=O)oc12 (centres undefined)
 : -14 | 30
Cc1cc(C)c(-c2csc(N)n2)c(C)c1
 : x | 2
O=S(=O)(NCc1ccccc1Cl)c1ccccc1
 : 2 | -14
Cn1c2ccc(N=Cc3ccccc3O)cc2c2nc3ccccc3nc21
 : 0 | 3
O=C(NC1CCCCCCC1)C1c2ccccc2C(=O)N1Cc1ccccc1 (centres undefined)
 : -10 | 1
Cc1cccc(C(=O)Nc2sc3c(c2C(N)=O)CCCC3)c1
 : -9&-2 | x
Cc1ccc(S(=O)(=O)NC(=O)NCc2csc3ccc(Cl)cc23)cc1
 : -2&-5 | x
Cc1ccc(S(=O)(=O)NC(=O)Nc2cc(-c3ccc(Cl)cc3)nn2C)cc1
 : -3 | x
CCc1ccc(NC(=O)Cn2cc3c(n2)CCCCC3)cc1
 : -2 | -7
CCC(=O)N1c2ccc(S(=O)(=O)N3CCCCC3C)cc2CC1C (centres undefined)
 : 15 | 4
Cc1ccccc1C1=N/C(=C\c2ccc(F)cc2)C(=O)O1
 : -2 | 7
O=C(Nc1ccc(Cl)cn1)C12CC3CC(CC(C3)C1)C2
 : 3&-5 | -4&-20
COc1ccc(-c2[nH]ncc2CN2CCCC2c2cc(C(C)C)on2)cc1OC (centres undefined)
 : 3 | -4
COc1ccc(C(=O)Nc2ccc(N3CC4CC(C3)c3cccc(=O)n3C4)c(C#N)c2)cc1 (centres undefined)
 : -6 | 45
CCC(C(=O)O)N1C(=O)C(=Cc2ccc(O)c(OC)c2)SC1=S (centres undefined)
 : -36 | 32
CN1CCC(N2CCN(C3CN(C4CCCC4)S(=O)(=O)C3)CC2)CC1 (centres undefined)
 : -1 | -7
CCCNC(C)c1nc2ccccc2c(=O)n1CC (centres undefined)
 : -3 | -4
Fc1ccc(C2Cn3nc(-c4nc(C5CCCCC5)no4)cc3CO2)cc1 (centres undefined)
 : -3 | 0
CCNC(=O)CN1C(=O)CSC1c1ccc(Cl)c(Cl)c1 (centres undefined)
 : 2 | 8
O=c1[nH]nc(N2CCSCC2)[nH]1
 : -3 | x
CCOc1ccc(/C=C2/SC(=O)NC2=O)cc1
 : -4 | -2
COc1ccccc1NC(=O)C(=O)NC1CCCC1
 : -10 | -12
O=C(C=Cc1ccc2c(c1)OCO2)NCC1COC2(CCCCC2)O1 (centres undefined)
 : -12 | 1
CCc1nc(-c2cn(Cc3cccc(F)c3)nn2)no1
 : -3 | -17
CC(C)c1nnc(NC(=O)c2ccc(S(=O)(=O)NC3CC3)cc2)s1
 : -3 | 17
Cc1cccc(C(=O)N2CCCC(C(=O)Nc3ccc(Cl)cc3)C2)c1 (centres undefined)
 : -1 | 27
Cc1cccc(C2SC(=O)NC3=C2C(=O)c2ccccc23)c1 (centres undefined)
 : 1 | 22
COc1ccc(CNC(=O)c2ccnc(N3CCNC(c4ccccc4)C3)c2)cc1OC (centres undefined)
 : -7 | 2
Cc1oc(C2CCN(C(=O)Nc3ccccc3)CC2)nc1C(=O)N(C)C
 : 0 | -3
COc1cc(OC)c2c(=O)c(-c3ccc(O)cc3)coc2c1
 : -20 | 8
CSc1ccccc1C(=O)NCC(O)c1ccsc1 (centres undefined)
 : -5 | -10
NC(=O)c1cccnc1Sc1ccc(Cl)cc1
 : -26 | x
COc1ccccc1OCCNC(=O)c1ccc2[nH]c3c(c2c1)CN(C(C)=O)CC3
 : -4 | 36

Screens deposited in PubChem BioAssay by University of Kansas High Throughput Screening Laboratory.

Compounds as they come; about 3.6% have a hit in one of these screens.
